Source: PubChem BioAssay (NMMLSC)
VLA-4 antagonist – inhibition of LDV-FITC ligand binding to human VLA-4 integrin; Jurkat cells, LDV-FITC binding with Mn2+, flow cytometry; 100% = Mn2+-driven binding gain fully reversed; inhibition, % at 10 µM (by protocol); P13612; 24,000 compounds, 0.2% hits; AID 529;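 active means inhibition above 50%; inconclusive means compound itself fluorescent, judged against control cell fluorescence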;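 further: 0% = Mn2+ stimulated cells lacking compound and 100% = ligand binding without Mn2+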
Target sequence (P13612 whole entry, looked up): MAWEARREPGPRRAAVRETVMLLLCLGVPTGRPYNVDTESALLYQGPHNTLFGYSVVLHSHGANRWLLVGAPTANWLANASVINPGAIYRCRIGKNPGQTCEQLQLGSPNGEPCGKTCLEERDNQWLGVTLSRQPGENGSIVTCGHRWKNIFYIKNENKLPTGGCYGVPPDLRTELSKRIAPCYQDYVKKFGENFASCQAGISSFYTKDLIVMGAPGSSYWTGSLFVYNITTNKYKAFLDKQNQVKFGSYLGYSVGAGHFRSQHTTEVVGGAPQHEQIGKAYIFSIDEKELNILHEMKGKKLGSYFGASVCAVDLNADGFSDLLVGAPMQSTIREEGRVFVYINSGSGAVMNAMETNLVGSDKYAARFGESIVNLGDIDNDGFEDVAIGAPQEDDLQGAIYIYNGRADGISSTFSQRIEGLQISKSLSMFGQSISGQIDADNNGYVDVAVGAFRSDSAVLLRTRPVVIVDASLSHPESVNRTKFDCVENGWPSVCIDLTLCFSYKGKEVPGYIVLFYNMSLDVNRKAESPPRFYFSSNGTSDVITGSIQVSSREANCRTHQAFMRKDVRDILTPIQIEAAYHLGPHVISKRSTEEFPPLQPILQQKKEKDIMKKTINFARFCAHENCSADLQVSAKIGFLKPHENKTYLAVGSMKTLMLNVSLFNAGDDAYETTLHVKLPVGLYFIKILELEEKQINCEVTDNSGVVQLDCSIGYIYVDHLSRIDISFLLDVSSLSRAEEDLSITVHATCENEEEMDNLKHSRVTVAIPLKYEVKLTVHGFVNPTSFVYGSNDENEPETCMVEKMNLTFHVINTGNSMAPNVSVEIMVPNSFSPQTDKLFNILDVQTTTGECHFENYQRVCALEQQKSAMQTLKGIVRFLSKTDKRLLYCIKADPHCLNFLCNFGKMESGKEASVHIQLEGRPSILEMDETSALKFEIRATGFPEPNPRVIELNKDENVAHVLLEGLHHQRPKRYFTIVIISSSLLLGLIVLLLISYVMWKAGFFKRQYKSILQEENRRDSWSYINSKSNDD
LNCaP diff act – promotes differentiation of LNCaP prostate cells; 24,000 compounds, 0.56% hits; side scatter shift, % at 10 µM; flow cytometry side scatter, 4 d; AID 795;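 active means side scatter shift above 30%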;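 further: androgen-responsive LNCaP prostate cancer cells in charcoal-stripped serum medium; percent of cells past a gate set so DMSO wells show 10% shift; higher shift means more granular cells and more differentiation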
VLA-4 allo ag – allosterically activates the human VLA-4 integrin; P13612; Jurkat cells, LDV-FITC binding, flow cytometry; activation, % at 10 µM (by protocol); 24,000 tested, under 10 active;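 active means fluorescent ligand binding to cells raised by more than 40% of the manganese-induced maximum; inconclusive means compound's own fluorescence above 85% of the ligand control signal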;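 further: 0% = ligand binding without compound and 100% = manganese-stimulated maximal binding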
Autofluor Jurkat – autofluorescence counter-screen for VLA-4 integrin assays; Jurkat cells, compound autofluorescence, flow cytometry; hits give high values; 1 = vehicle-only cell background; fluorescence ratio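 (tested at 10 µM compound in the well)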; 24,000 compounds, 0.61% hits; AID 576;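 active means fluorescence ratio above 2.44, which is 1 plus 3 SD of all ratios; inconclusive means signal too bright to measure linearly, ratio around 10 or more; inactive means fluorescence ratio below 2.44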;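 further: green fluorescence of cells measured with 488 nm excitation and 530 nm emission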
The depositor's hits bear a star; ? = inconclusive; nt = not tested or not shown. This is a subset; the hit share may differ from the screen's.

SMILES | VLA-4 antagonist | LNCaP diff act | VLA-4 allo ag | Autofluor Jurkat
O=c1[nH]c(C2CCCN(S(=O)(=O)c3ccccc3)C2)nc2c1nnn2Cc1ccccc1F (stereo unspecified) | -6 | 5 | -3 | 1.1
Cc1ccccc1-c1nc(CN2CCCC(C(=O)NCc3cccnc3)C2)c(C)o1 (stereo unspecified) | 13 | 20 | 1 | 1.1
CC1CCCC(NC(=O)c2cn(C)c3ccc(S(=O)(=O)N4CCCC4)cc3c2=O)C1C (stereo unspecified) | 20 | 3 | -8 | 1.2
Cn1c(=O)cc(OCC(=O)NCc2ccccn2)c2ccccc21 | -5 | 15 | 4 | 1.1
O=C(Nc1ccc(-n2nncc2-c2ccco2)cc1)c1ccc(F)cc1 | ? | 9 | ? | 1.2
O=C(CC1CCCCC1)NCc1cn2ccsc2n1 | 4 | 7 | 1 | 1.1
CC(C)OP(=O)(c1ccc(N(C)C)cc1)C(O)c1ccccc1F (stereo unspecified) | -12 | 8 | 2 | 1
Cc1cc(C)n(-c2nc3ccccc3nc2Nc2ccc(CC(=O)O)cc2)n1 | ? | 8 | ? | 2.3
CO[C@H]1C=CO[C@@]2(C)Oc3c(C)c(O)c4c(O)c(c(C=NN5CCN(C)CC5)c(O)c4c3C2=O)NC(=O)C(C)=CC=C[C@H](C)[C@H](O)[C@@H](C)[C@@H](O)[C@@H](C)[C@H](OC(C)=O)[C@@H]1C | -6 | 4 | -8 | 1.7
CC(C)CCNC(=O)NC(=O)CN1C(=O)NC2(CCCCC2)C1=O | ? | 11 | ? | 1.1
Cc1c(Cl)cccc1NC(=O)CC(NCCN1CCOCC1)C(=O)O (stereo unspecified) | -13 | 9 | 2 | 1
COc1ccc(OC)c(S(=O)(=O)NCCC2=CCCCC2)c1 | -18 | 12 | 4 | 1
Cc1cc(Nc2ccc(F)cc2F)n2nc(C)nc2n1 | ? | 5 | ? | 1.1
O=C(NCCN1C(=O)C2C3C=CC(C3)C2C1=O)N1CCOCC1 (stereo unspecified) | -13 | 6 | -6 | 0.9
COc1cccc(-n2nnc3c(=O)n(Cc4ccccc4Cl)cnc32)c1 | 4 | 3 | -8 | 1.1
O=C(O)CN(c1ccccc1)C1SC(=O)NC1=O (stereo unspecified) | -24 | 15 | 5 | 1
CC(C)N1C(=O)C2C(C(=O)NC3CCCCC3)C3C=CC2(O3)C1C(=O)NC1CCCC1 (stereo unspecified) | -4 | 3 | -2 | 1
Cc1cnc(C(=O)Nc2nnc(C(C)C)s2)cn1 | -10 | 2 | -1 | 1.1
CSc1ccc(-c2nc(CSCC(=O)N3CCOCC3)c(C)o2)cc1 | 3 | 9 | -2 | 1.1
CC1CCc2nn(CC(=O)NCCN3CCCCC3C)cc2C1 (stereo unspecified) | -2 | 8 | -1 | 0.97
COCCCN=CC1=C(O)CC(C)(C)CC1=O | -3 | 6 | -3 | 0.96
CC(C(=O)N1CCCCC1)n1ncn2cccc2c1=O (stereo unspecified) | -17 | 15 | 0 | 1.1
COc1ccc(-c2nc(CS(=O)CC(=O)NCCC3=CCCCC3)c(C)o2)cc1 (stereo unspecified) | 17 | 3 | -1 | 1.1
CSc1nnc2c(n1)OC(c1cccn1C)N(C(C)=O)c1ccccc1-2 (stereo unspecified) | -2 | 11 | 0 | 1.1
CCCCOc1ccc(S(=O)(=O)Nc2cccnc2)cc1 | 11 | 3 | 2 | 1
Cc1ccc(C)n1-c1ccc(N2CCOCC2)cc1 | 4 | 7 | -6 | 1
O=C(c1csc2ccccc12)n1cccn1 | 5 | 15 | -2 | 0.97
C/C(Cl)=C\Cn1c(Nc2ccc(C)cc2)nc2c1c(=O)n(C)c(=O)n2C | 10 | 10 | -2 | 1.1
Cn1nc(-c2ccc(Cl)cc2)c2cc(C(=O)NCc3ccco3)sc21 | ? | 14 | ? | 1.3
CC(C)Cc1nnc(NS(=O)(=O)c2ccc(Cl)cc2)s1 | -6 | 2 | 4 | 1

Taken from above.
Reading for CSc1nnc2c(n1)OC(c1cccn1C)N(C(C)=O)c1ccccc1-2 (stereo unspecified) in VLA-4 allo ag: 0
Reading for Cn1nc(-c2ccc(Cl)cc2)c2cc(C(=O)NCc3ccco3)sc21 in LNCaP diff act: 14
Reading for O=C(O)CN(c1ccccc1)C1SC(=O)NC1=O (stereo unspecified) in LNCaP diff act: 15

Next entries.
SMILES | VLA-4 antagonist | LNCaP diff act | VLA-4 allo ag | Autofluor Jurkat
COC(=O)CSc1nnc(CNC(=O)c2ccc(S(=O)(=O)N3CCCCC3)cc2)n1C | -27 | 21 | 10 | 0.99
COc1ccc2c(c1OC)C(=O)N1c3ccccc3COC21 (stereo unspecified) | 0 | 4 | 0 | 1
Cc1ccc(-n2ncc3c(=O)n(CC(=O)NC4CCCCC4)cnc32)cc1C | -7 | 8 | -3 | 1
CCCCOc1ccc(-c2nnc(N)s2)cc1 | -26 | 6 | 2 | 1
Cc1cccc(C(=O)N(C)c2nnc(-c3ccncc3)s2)c1 | -3 | 15 | 8 | 1.1
O=C(Cn1cccc1)NC1CCCCCC1 | -27 | 0 | 0 | 1
O=C(CCS(=O)(=O)c1cccs1)Nc1ccc(C(=O)NCc2cccs2)cc1 | 8 | 17 | -5 | 1.1
CC1=C(C(=O)OC(C)C)C(c2cccc(F)c2)n2ncnc2N1 (stereo unspecified) | -6 | 2 | 3 | 1
CCc1nc(C)cn1S(=O)(=O)c1cc(C)c(OC)cc1C | -4 | 9 | 4 | 0.99
O=C1CCc2cc(S(=O)(=O)N3CCCC3C(=O)N3CCN(c4ccccc4F)CC3)ccc2N1 (stereo unspecified) | -1 | 6 | 5 | 0.9
c1ccc(CNc2nc3ccccc3n3cnnc23)nc1 | -6 | 11 | 10 | 1
OCc1cn(-c2ccccc2)nc1-c1ccc2c(c1)OCCO2 | -12 | 6 | 2 | 1
Cc1ccc(C(c2nnnn2CCC(C)C)N2CCN(C)CC2)cc1 (stereo unspecified) | -12 | 6 | 3 | 1
Cc1nc2c(C(=O)NCCC3=CCCCC3)c[nH]n2c(=O)c1Cl | -1 | 4 | -1 | 1.1
C=CCNc1nc(NC(C)(C)CO)nc(OCC)n1 | -7 | 7 | 4 | 0.99
CCOC(=O)CN1CC23C=CC(O2)C(C(=O)NC2CCCCCC2)C3C1=O (stereo unspecified) | -5 | 16 | 0 | 1
CCN(CC)CCC(=O)NC(C)(C)Cc1ccc(O)cc1 | 6 | 11 | 0 | 1.1
CCn1cc(C(=O)Nc2cc3c(cc2NC(C)=O)OCCO3)c(=O)c2ccc(C)nc21 | -12 | 3 | 8 | 0.95
Cc1ccc(-c2noc(CCC(=O)NCc3ccc4c(c3)OCO4)n2)cc1 | -11 | 8 | -7 | 0.97
CCOC(=O)c1ccc(Oc2nc(NC)nc(OC)n2)cc1 | -21 | 7 | 4 | 1
COc1ccc(S(=O)(=O)N2CCN(C)CC2)c2ccccc12 | 17 | 10 | 7 | 0.87
CN(C)c1ccc2c(c1)OC(N)=C(C#N)C2c1cccc(F)c1 (stereo unspecified) | ? | 17 | ? | 2.4
CN1CCc2nc(SCC(=O)Nc3ccc(F)cc3)c(C#N)cc2C1 | -34 | 0 | 6 | 0.98
CCCn1nnc2sc3c(c2c1=O)CCC(C)C3 (stereo unspecified) | -7 | 2 | 4 | 1
CCOC(=O)C1CCCN(C(=O)C2CCN(S(=O)(=O)N3CCC4(CC3)OCCO4)CC2)C1 (stereo unspecified) | 2 | 8 | 4 | 1
Cc1cc(C)n(-c2nc3ccccc3c3nc(C)nn23)n1 | -7 | 5 | 6 | 1.1
CN(CCNC(=O)Cn1c(=O)sc2ccccc21)Cc1ccccc1 | -4 | 11 | 1 | 1
CCN1CCN(CCCNC(=O)C2CCCN(c3nnc(-n4cccc4)s3)C2)CC1 (stereo unspecified) | 5 | 2 | -2 | 1.1
Cc1c(C2Nc3ccccc3NC3=C2C(=O)CC(C)(C)C3)cnn1C (stereo unspecified) | 2 | 10 | 7 | 1
Cc1ccc2[nH]c3c(NCCCN4CCCC4=O)ncnc3c2c1 | 16 | nt | 4 | 1

Profiles from above.
Entry for CN1CCc2nc(SCC(=O)Nc3ccc(F)cc3)c(C#N)cc2C1 = VLA-4 antagonist: -34; LNCaP diff act: 0; VLA-4 allo ag: 6; Autofluor Jurkat: 0.98
Entry for CCn1cc(C(=O)Nc2cc3c(cc2NC(C)=O)OCCO3)c(=O)c2ccc(C)nc21 = VLA-4 antagonist: -12; LNCaP diff act: 3; VLA-4 allo ag: 8; Autofluor Jurkat: 0.95

Next results follow.
SMILES | VLA-4 antagonist | LNCaP diff act | VLA-4 allo ag | Autofluor Jurkat
CC1(C)OC(=O)C(=CNc2ncccn2)C(=O)O1 | 19 | 10 | -1 | 0.96
CC(=O)N1CCc2cc(C(=O)CN3CCN(c4ccccc4F)CC3)ccc21 | -8 | 7 | 1 | 1
Cc1ccc(S(=O)(=O)CCC(=O)Nc2ccc3c(c2)OCO3)cc1 | -8 | 16 | -2 | 1.1
CCOc1cc2[nH]c(=O)n(CCCN3CCCC3=O)c(=O)c2cc1OCC | 2 | 3 | 8 | 1
O=C(Cn1ncc2c(=O)oc3ccccc3c21)N1CCCc2ccccc21 | ? | 5 | ? | 1.2
CC(C)C(C(=O)Nc1ccc2c(c1)OCCO2)N1C(=O)c2ccccc2C1=O (stereo unspecified) | -2 | 4 | -4 | 1.1
COC(=O)c1sc(N2C(=O)C(O)=C(C(=O)c3ccc(C)o3)C2c2ccc(F)cc2)nc1C (stereo unspecified) | ? | 15 | ? | 3.8*
CCCCCOc1ccc(C2C(C(C)=O)=C(C)Nc3ncnn32)cc1OC (stereo unspecified) | -6 | 6 | -6 | 1.1
O=C(Cc1ccccc1)Nc1ccc(-c2nnc(-c3ccco3)o2)cc1 | ? | 15 | ? | 1
O=C(c1ccc(Br)o1)N1CCN=C1SCc1cccnc1 | 4 | 2 | -2 | 1
CCC(C)(C)n1nnnc1C(c1cc2cc(OC)ccc2[nH]c1=O)N1CCc2ccccc21 (stereo unspecified) | -6 | 2 | 0 | 1.1
O=C(Nc1ccon1)c1cc(-c2ccccc2)nc2ccccc12 | -18 | 11 | 10 | 1
Cc1ccc(-c2nn(C)c(=O)c3ccccc23)cc1S(=O)(=O)N1CCCC1 | 5 | 7 | -3 | 0.98
Cc1cc(C)n2c(SCCN3C(=O)c4ccccc4C3=O)nnc2n1 | 7 | 10 | 1 | 0.95
O=C(Nc1ccc2c(c1)OCO2)C(c1ccccc1)N1CCN(C(=O)c2ccco2)CC1 (stereo unspecified) | -17 | 21 | -16 | 1

Exported with tabs: part of the list above.
SMILES	VLA-4 antagonist	LNCaP diff act	VLA-4 allo ag	Autofluor Jurkat
Cc1ccc(-c2nn(C)c(=O)c3ccccc23)cc1S(=O)(=O)N1CCCC1	5	7	-3	0.98
CCOc1cc2[nH]c(=O)n(CCCN3CCCC3=O)c(=O)c2cc1OCC	2	3	8	1

Next section
SMILES | VLA-4 antagonist | LNCaP diff act | VLA-4 allo ag | Autofluor Jurkat
O=C(Nc1ccccc1C(F)(F)F)c1cc(S(=O)(=O)N2CCC3(CC2)OCCO3)ccc1F | 3 | 4 | 1 | 0.99
O=C(c1ccc(COc2ccccc2Cl)o1)N1CCN(Cc2ccc3c(c2)OCO3)CC1 | 6 | 14 | -5 | 1
COc1ccc(NC(=O)CN2CCN(S(=O)(=O)c3ccc(C(C)C)cc3)CC2)cc1OC | 1 | 3 | -7 | 0.95
COc1cccc(-c2cc(C(=O)Nc3cc(OC)c(OC)c(OC)c3)no2)c1 | ? | 4 | ? | 1.1
COc1ccc(OC)c(C2=Nn3c(nnc3C3CCCCC3)SC2)c1 | -1 | 8 | 0 | 1
COc1ccc(C2N(c3ccc(OC)cc3)C(=O)C3CCCN32)cc1 (stereo unspecified) | 1 | 2 | -1 | 1.1
Cc1nn(-c2ccccc2)c2sc(-c3n[nH]c(=S)o3)cc12 | -5 | 4 | 0 | 1
O=C1C(O)CC2c3ccccc3CC3(CCCC3)N12 (stereo unspecified) | 9 | 11 | 0 | 1.1
Cc1ccc(C2C3=C(CC(C)(C)CC3=O)N(CCN3CCOCC3)C3=C2C(=O)CC(C)(C)C3)cc1 | ? | 10 | ? | 1.1
CC1CCCCC1NC(=O)c1nn(C)c(=O)c2ccccc12 (stereo unspecified) | -2 | 10 | 0 | 1.1
CCOC(=O)C1CCN(C(=O)c2cc3c(-c4ccc(OC)c(OC)c4)nn(C)c3s2)CC1 | -27 | 3 | -12 | 1.1
COc1ccc(-c2nc(-c3ccc(Br)o3)no2)cc1OC | -9 | 5 | 5 | 1.1
COc1ccc(C2=NOC(C(=O)NCc3ccc(F)cc3)C2)cc1OC (stereo unspecified) | ? | 21 | ? | 1.2
O=C(O)c1ccccc1C(=O)Nc1n[nH]c(=S)s1 | -5 | 3 | 2 | 1.1
O=P(c1ccccc1)(c1ccccc1)C(c1ccco1)N1CCOCC1 (stereo unspecified) | 14 | 9 | -4 | 1
CN(CCNC(=O)CN1CCN(Cc2ccccc2Cl)C1=O)Cc1ccccc1 | 1 | 3 | -4 | 1.1
CC(=O)OC(C)C[N+](C)(C)C (stereo unspecified) | -8 | 3 | -2 | 1
Cc1ccc(N2C(=O)c3ccccc3C2Nc2ccccc2F)nc1 (stereo unspecified) | 17 | 8 | -7 | 1.1
Cc1ccccc1-c1nc(CS(=O)(=O)CC(=O)NCc2ccccc2)c(C)o1 | 4 | 2 | -3 | 1.1
